Assay outcomes as filed in PubChem.
PPC-1+TRAIL kill = kills PPC-1 cancer cells in the presence of TRAIL; PPC-1 cells + TRAIL, ATPLite viability luminescence; cell killing (% activity), % at 4 µM; actives 0.41% (n = 220,000); AID 1443;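 active means cell killing above 50% in the first pass at 4 µM, then a duplicate retest at 5 µM averaging 50% or more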;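 further: plate controls were cells with TRAIL plus DMSO for no effect and medium-only wells lacking cells for full effect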
FXIa inh 1536 = blocks human coagulation factor XIa protease activity | P03951 | purified FXIa, Boc-Glu-Ala-Arg-AMC fluorogenic substrate | inhibition, % at 5 µM | actives 0.14% (n = 220,000);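 active means inhibition of at least 40%; inactive means inhibition below 40%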;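 further: fluorescence of freed AMC excited at 355 nm; 0% = enzyme without compound and 100% = no enzyme blank; many of its hits are not listed in these tables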
TNF necrop inh = blocks TNF-alpha induced death of Jurkat FADD-/- cells. activation (protection from cell death), % at 10 µM. actives 0.068% (n = 220,000). AID 463075. Jurkat FADD-/- TNF necroptosis rescue, ATP luminescence, 24 h; 0 = TNF only, 100 = no-TNF cells;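 active means activation, meaning protection from cell death, of at least 50% relative to plate controls; inactive means activation below 50%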;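 further: necroptosis triggered by 40 ng/mL TNF-alpha added together with compound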
Tb hexokinase = blocks Trypanosoma brucei hexokinase 1 activity; actives 0.11% (n = 220,000); recombinant TbHK1, G6PDH-coupled NADH A340; AID 1430; inhibition, % at 10 µM;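 active means inhibition of 50% or more in the single-dose primary screen; inactive means inhibition below 50%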
CHOP inhibitor = inhibitors of CHOP induction in ER stress response; CHO-K1 CHOP-promoter luciferase, tunicamycin-induced, 15-18 h; inhibition, % at 10 µM; actives 3.8% (n = 220,000);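 active means compounds that reduced the stress-induced luciferase reporter signal by more than about 70% of percent inhibition, limit read from the data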;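 further: 0% = tunicamycin plus vehicle and 100% = wells without tunicamycin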
FXIIa inh 1536 = factor XIIa (human) inhibition; purified FXIIa, Boc-QGR-AMC fluorogenic substrate, 2 h; inhibition, % at 5 µM; actives 0.3% (n = 220,000); P00748; AID 800; in the data active means inhibition above about 40%;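 further: 0% = enzyme with no compound and 100% = blank without enzyme; many of its hits are not listed in these tables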
Target sequence (P00748 20-372 limits assumed): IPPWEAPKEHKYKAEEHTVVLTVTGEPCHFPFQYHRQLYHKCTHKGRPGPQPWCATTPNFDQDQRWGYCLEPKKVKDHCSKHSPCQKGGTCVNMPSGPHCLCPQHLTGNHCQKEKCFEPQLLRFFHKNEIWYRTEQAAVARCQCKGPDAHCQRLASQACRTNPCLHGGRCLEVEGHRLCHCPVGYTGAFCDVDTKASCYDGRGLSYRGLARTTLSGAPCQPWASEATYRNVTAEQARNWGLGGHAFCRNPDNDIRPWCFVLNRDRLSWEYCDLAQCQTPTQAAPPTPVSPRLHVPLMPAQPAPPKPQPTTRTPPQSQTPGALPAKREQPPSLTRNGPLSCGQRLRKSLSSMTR
Target sequence (P00748 373-615 limits assumed): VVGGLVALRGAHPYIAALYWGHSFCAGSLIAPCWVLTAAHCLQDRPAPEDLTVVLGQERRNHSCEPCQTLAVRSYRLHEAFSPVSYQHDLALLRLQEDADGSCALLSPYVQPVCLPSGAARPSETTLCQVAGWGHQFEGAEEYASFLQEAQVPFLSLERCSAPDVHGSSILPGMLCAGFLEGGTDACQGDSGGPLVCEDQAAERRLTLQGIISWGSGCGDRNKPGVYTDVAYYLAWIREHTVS
Wee1 stabilizer = blocks degradation of human Wee1 kinase; P30291; HeLa Luc-Wee1K328M stability, luciferase luminescence; 100% = proteasome inhibitor MG132 effect; reporter increase, % at 5 µM; actives 1.2% (n = 220,000);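 active means activation above the mean of all tested compounds plus 3 SD, set per screening run, cut at about 8.8% in these data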;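 further: cells exposed to compound for 20 h before luminescence read; 0% = DMSO alone and 100% = MG132 at 30 µM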
zVAD death inh = L929 zVAD cell death inhibition | AID 1377 | L929 zVAD necroptosis rescue, ATP luminescence, 24 h; with zVAD 60 µM | actives 0.38% (n = 220,000) | viability rescue, % at 10 µM;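 active means activation, scaled between plate controls, above about 75%, limit read from the data; inactive means activation under that limit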;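 further: 0% = zVAD with DMSO and 100% = DMSO alone without zVAD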
EP2 antag = EP2 receptor (human) inhibition; actives 0.52% (n = 260,000); inhibition, % at 25 µM; C6 glioma cells expressing human EP2, cAMP TR-FRET; cells stimulated with saturating PGE2; P43116;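 active means percent inhibition above 40 after rounding to a whole number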;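 further: rat C6 glioma host cells with rolipram phosphodiesterase inhibitor present; the protocol text gives 20 µM as final concentration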
Target sequence (P43116 whole entry, looked up): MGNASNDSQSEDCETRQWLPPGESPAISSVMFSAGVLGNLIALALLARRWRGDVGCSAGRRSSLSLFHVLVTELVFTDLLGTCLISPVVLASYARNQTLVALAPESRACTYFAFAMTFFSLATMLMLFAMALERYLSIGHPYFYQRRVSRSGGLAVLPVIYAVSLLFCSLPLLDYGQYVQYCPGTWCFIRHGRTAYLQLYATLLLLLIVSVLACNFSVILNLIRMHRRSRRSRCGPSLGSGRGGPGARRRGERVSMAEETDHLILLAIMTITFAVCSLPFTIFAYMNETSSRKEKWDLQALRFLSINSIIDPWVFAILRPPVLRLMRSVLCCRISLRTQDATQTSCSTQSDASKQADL
Numbers without * were called inactive; & = joins results of further samples.

`CCN(CC)CCNc1cc(C)nc2c1C(=O)C(=O)C=C2N1CCCCC1` gave FXIa inh 1536 -2.1, TNF necrop inh -15.8, Tb hexokinase -7.3, CHOP inhibitor -3.0, FXIIa inh 1536 10.1, Wee1 stabilizer 1.2, zVAD death inh 25.3 and EP2 antag 9.3.
For COc1ccc(C(CC(=O)NCc2ccccc2)C(C)C)cc1 (stereo not given) the results were PPC-1+TRAIL kill 5.5, FXIa inh 1536 2.8, TNF necrop inh -0.5, Tb hexokinase -1.9, CHOP inhibitor -16.5, FXIIa inh 1536 6.4, Wee1 stabilizer 2.1, zVAD death inh 0.0 and EP2 antag 4.7.
N#C/C(=C\c1cn(CCOc2ccccc2)c2ccccc12)C(=O)NCc1cccs1 was read as PPC-1+TRAIL kill 6.9, FXIa inh 1536 7.8, TNF necrop inh 3.8, Tb hexokinase 25.6, CHOP inhibitor 5.5, FXIIa inh 1536 13.3, Wee1 stabilizer -2.0, zVAD death inh 0.8 and EP2 antag 17.9.
`COc1ccc(-c2cc(C(F)(F)F)nc(N3CCCCC3)n2)cc1OC` gave PPC-1+TRAIL kill 3.2, FXIa inh 1536 -2.2, TNF necrop inh -0.2, Tb hexokinase -20.1, CHOP inhibitor 43.4, FXIIa inh 1536 4.7, Wee1 stabilizer 0.1, zVAD death inh 0.3 and EP2 antag 2.5.
`O=c1c(Cl)c(NCc2ccccc2)cnn1C12CC3CC(CC(C3)C1)C2` gave PPC-1+TRAIL kill 8.4, FXIa inh 1536 4.5, TNF necrop inh 1.3, Tb hexokinase 28.6, CHOP inhibitor 26.2, FXIIa inh 1536 11.1, Wee1 stabilizer -0.2, zVAD death inh 29.0 and EP2 antag 5.2.
For Nc1ccc2oc3ncccc3c(=O)c2c1 the results were PPC-1+TRAIL kill 14.5, FXIa inh 1536 2.6, TNF necrop inh -0.7, Tb hexokinase -5.4, CHOP inhibitor 2.2, FXIIa inh 1536 13.4, Wee1 stabilizer 3.9, zVAD death inh 3.3 and EP2 antag 5.0.
Screening NS(=O)(=O)c1cc2c(cc1Cl)NC(C1C[C@H]3C=C[C@@H]1C3)NS2(=O)=O (stereo not given in full) returned PPC-1+TRAIL kill 22.3, FXIa inh 1536 12.4, TNF necrop inh -0.5, Tb hexokinase 1.6, CHOP inhibitor 8.4, FXIIa inh 1536 10.1, Wee1 stabilizer -0.7, zVAD death inh 66.0 and EP2 antag 13.1.
Screening O=C(/C=C/c1ccccc1Cl)Nc1ccc(-c2nnc3n2CCCCC3)cc1 returned PPC-1+TRAIL kill 4.3, FXIa inh 1536 -5.0, TNF necrop inh 7.7, Tb hexokinase -19.9, CHOP inhibitor 9.8, FXIIa inh 1536 5.6, Wee1 stabilizer 1.1, zVAD death inh 4.0 and EP2 antag 7.5.
For CN(C)c1ccc(NC(=O)c2sc(SCC(=O)Nc3ccc(Br)cc3)nc2N)cc1 the results were PPC-1+TRAIL kill 15.3, FXIa inh 1536 8.3, TNF necrop inh -1.7, Tb hexokinase 1.2, CHOP inhibitor -20.3, FXIIa inh 1536 5.0, Wee1 stabilizer -1.5, zVAD death inh 0.4 and EP2 antag 8.4.
For CN[C@H]1CC[C@@H](c2ccc(Cl)c(Cl)c2)c2ccccc21 the results were PPC-1+TRAIL kill 26.3, CHOP inhibitor 4.2&8.7, Wee1 stabilizer -0.6 and EP2 antag 27.5&18.6&13.0.
For COc1ccc(C)cc1NC(=S)NC(C)c1ccc(OC)c(OC)c1 (stereo not given) the results were PPC-1+TRAIL kill 0.4, FXIa inh 1536 0.7, TNF necrop inh -10.4, Tb hexokinase 3.1, CHOP inhibitor 10.3, FXIIa inh 1536 10.3, Wee1 stabilizer -2.8, zVAD death inh -1.6 and EP2 antag 3.5.
`Cc1ccc2nc(Cl)c(C3CC(c4cccs4)=NN3C(=O)CCCC(=O)O)cc2c1` (stereo not given) gave PPC-1+TRAIL kill 4.8, FXIa inh 1536 4.1, TNF necrop inh 1.1, Tb hexokinase 23.3, CHOP inhibitor 0.2, FXIIa inh 1536 -1.3, Wee1 stabilizer 4.6, zVAD death inh -0.1 and EP2 antag 7.4.
`Cc1ccc2[nH]c(=O)c(CN(CCO)C(=O)N(C)C)cc2c1` gave TNF necrop inh -0.7, Tb hexokinase -14.2, Wee1 stabilizer 1.8, zVAD death inh 0.1 and EP2 antag 11.0&5.6.
Screening CCOC(=O)C1CSC(CC(=O)Nc2ccc(OC(F)(F)F)cc2)C(=O)N1 (stereo not given) returned PPC-1+TRAIL kill 1.5, FXIa inh 1536 3.4, TNF necrop inh 5.0, Tb hexokinase -6.0, CHOP inhibitor 3.4, FXIIa inh 1536 14.4, Wee1 stabilizer -0.4, zVAD death inh 0.5 and EP2 antag 7.5.
`Cc1cc(C(=O)CN2C(=O)CCC2=O)c(C)n1Cc1ccccc1` gave PPC-1+TRAIL kill 13.8, FXIa inh 1536 -8.3, TNF necrop inh -0.8, Tb hexokinase -1.1, CHOP inhibitor 22.7, FXIIa inh 1536 5.0, Wee1 stabilizer -0.8, zVAD death inh -0.4 and EP2 antag 3.3.

2 records picked at random from the list so far, as already listed:
`Cc1ccc2nc(Cl)c(C3CC(c4cccs4)=NN3C(=O)CCCC(=O)O)cc2c1` (stereo not given) gave PPC-1+TRAIL kill 4.8, FXIa inh 1536 4.1, TNF necrop inh 1.1, Tb hexokinase 23.3, CHOP inhibitor 0.2, FXIIa inh 1536 -1.3, Wee1 stabilizer 4.6, zVAD death inh -0.1 and EP2 antag 7.4.
Screening O=C(/C=C/c1ccccc1Cl)Nc1ccc(-c2nnc3n2CCCCC3)cc1 returned PPC-1+TRAIL kill 4.3, FXIa inh 1536 -5.0, TNF necrop inh 7.7, Tb hexokinase -19.9, CHOP inhibitor 9.8, FXIIa inh 1536 5.6, Wee1 stabilizer 1.1, zVAD death inh 4.0 and EP2 antag 7.5.

New compounds follow:
Screening COc1ccc(OC)c(C(=O)c2ccc(C(=O)Nc3cccc4ccccc34)cc2)c1 returned PPC-1+TRAIL kill 9.7, FXIa inh 1536 2.5, TNF necrop inh 2.3, Tb hexokinase 33.8, CHOP inhibitor 13.1, FXIIa inh 1536 8.9, Wee1 stabilizer -0.6, zVAD death inh 0.6 and EP2 antag 8.8.
Cc1nn(-c2ccccc2)c(N2CCCC2)c1/C=N/NC(=O)c1cc(-c2ccccn2)nc2ccccc12 was read as PPC-1+TRAIL kill 2.3, FXIa inh 1536 -1.5, TNF necrop inh -1.8, Tb hexokinase -16.2, CHOP inhibitor 24.6, FXIIa inh 1536 9.6, Wee1 stabilizer 2.2, zVAD death inh 2.2 and EP2 antag 7.7.
For CCCCC(CCC(=O)Nc1cccc([N+](=O)[O-])c1)C(=O)O (stereo not given) the results were PPC-1+TRAIL kill -3.1, FXIa inh 1536 0.5, TNF necrop inh -0.3, Tb hexokinase -9.2, CHOP inhibitor -3.4, FXIIa inh 1536 3.2, Wee1 stabilizer 0.5, zVAD death inh 0.2 and EP2 antag 9.3.
For CC(NC(=O)Cc1ccccc1)c1nc2ccccc2[nH]1 (stereo not given) the results were PPC-1+TRAIL kill -1.7, FXIa inh 1536 -7.3, TNF necrop inh 3.1, Tb hexokinase 8.3, CHOP inhibitor -2.4, FXIIa inh 1536 5.9, Wee1 stabilizer -0.7, zVAD death inh 1.6 and EP2 antag 5.8.
Screening CC(C)(C)C(=O)Cn1c(NCCCO)nc2ccccc21 returned PPC-1+TRAIL kill 2.0, FXIa inh 1536 7.2, TNF necrop inh 1.1, Tb hexokinase 0.0, CHOP inhibitor -2.3, FXIIa inh 1536 17.0, Wee1 stabilizer -1.3, zVAD death inh 0.7 and EP2 antag 9.3.
For Cc1ccc(S(=O)(=O)N2CCCCC2)cc1NC(=O)c1ccc2c(=O)n3c(nc2c1)CCCCC3 the results were PPC-1+TRAIL kill 13.1, FXIa inh 1536 -4.5, TNF necrop inh -2.8, Tb hexokinase 1.0, CHOP inhibitor 23.2, FXIIa inh 1536 17.3, Wee1 stabilizer -1.9, zVAD death inh 0.8 and EP2 antag 4.3.
Cc1noc(C)c1COC(=O)c1ccc(-c2nc3ccccc3s2)s1 was read as PPC-1+TRAIL kill 31.8, FXIa inh 1536 6.7, TNF necrop inh -4.3, Tb hexokinase -3.8, CHOP inhibitor 41.4, FXIIa inh 1536 5.5, Wee1 stabilizer -1.4, zVAD death inh 0.3 and EP2 antag 14.4.
For C#CCn1c(=NC(=O)c2ccc(Cl)s2)sc2cccc(OC)c21 the results were PPC-1+TRAIL kill -10.8, FXIa inh 1536 -0.5, TNF necrop inh 2.4, Tb hexokinase -15.4, CHOP inhibitor 79.3*, FXIIa inh 1536 9.6, Wee1 stabilizer 1.4, zVAD death inh 6.4 and EP2 antag 15.7.
Screening COc1ccc(-c2nc(NC(=O)C3=NN(c4cccc(C)c4)C(=O)CC3)sc2C)cc1 returned PPC-1+TRAIL kill 5.5, FXIa inh 1536 -3.8, TNF necrop inh 0.4, Tb hexokinase -11.3, CHOP inhibitor 1.8, FXIIa inh 1536 9.6, Wee1 stabilizer 2.2, zVAD death inh 4.2 and EP2 antag 3.3.
Cn1nnnc1SCC(=O)NCc1ccco1 was read as PPC-1+TRAIL kill 37.0, FXIa inh 1536 1.9, TNF necrop inh -1.6, Tb hexokinase 1.6, CHOP inhibitor -10.8, FXIIa inh 1536 7.5, Wee1 stabilizer -2.0, zVAD death inh -0.4 and EP2 antag 5.1.
Screening COc1ccc(S(=O)(=O)N2CCCCC2C(=O)O)cc1 (stereo not given) returned PPC-1+TRAIL kill 15.4, FXIa inh 1536 13.8, TNF necrop inh 0.5, Tb hexokinase 7.0, CHOP inhibitor -9.3, FXIIa inh 1536 23.1, Wee1 stabilizer -0.1, zVAD death inh 0.0 and EP2 antag 4.2.
Cc1cc(C)nc(NC(=O)CCCC(=O)O)c1 was read as PPC-1+TRAIL kill 0.4, FXIa inh 1536 4.2, TNF necrop inh -4.9, Tb hexokinase -0.4, CHOP inhibitor 16.0, FXIIa inh 1536 11.0, Wee1 stabilizer -0.7 and zVAD death inh -0.2.
For Cc1nc(NCCc2ccccc2)c2oc3ccccc3c2n1 the results were PPC-1+TRAIL kill 6.1, FXIa inh 1536 -2.8, TNF necrop inh -1.9, Tb hexokinase -1.8, CHOP inhibitor 75.9*, FXIIa inh 1536 17.6, Wee1 stabilizer 0.0, zVAD death inh -0.8 and EP2 antag 11.0.
Screening c1ccc(SCc2nc3ccccc3[nH]2)cc1 returned PPC-1+TRAIL kill 26.4, FXIa inh 1536 7.3, TNF necrop inh 4.2, Tb hexokinase 0.5, CHOP inhibitor 3.2, FXIIa inh 1536 16.5, Wee1 stabilizer 1.9, zVAD death inh 0.0 and EP2 antag 2.5.
`Cn1c(=O)[nH]c(=O)c2c1nc(N1CCOCC1)n2CCSc1ncccn1` gave TNF necrop inh -1.5, Tb hexokinase -2.8, Wee1 stabilizer -0.3 and zVAD death inh -0.5.
Screening Cc1nn(CCC#N)c(NC(=O)c2ccc(Cl)cc2Cl)c1P(=O)(Nc1ccc([N+](=O)[O-])cc1)N1CCOCC1 (stereo not given) returned PPC-1+TRAIL kill -1.8, FXIa inh 1536 -6.6, TNF necrop inh 0.0, Tb hexokinase -22.2, CHOP inhibitor 47.8, FXIIa inh 1536 11.6, Wee1 stabilizer 3.3, zVAD death inh 0.9 and EP2 antag 4.2.
`Brc1ccccc1OCCCN1CCOCC1` gave PPC-1+TRAIL kill 7.9, FXIa inh 1536 3.5, TNF necrop inh -0.7, Tb hexokinase -1.0, CHOP inhibitor -4.7, FXIIa inh 1536 11.1, Wee1 stabilizer -0.2, zVAD death inh 0.5 and EP2 antag 5.8.
`O=C(Cn1cc2c(n1)CCCCC2)NCCN1CCOCC1` gave PPC-1+TRAIL kill 18.9, FXIa inh 1536 -1.4, TNF necrop inh 1.3, Tb hexokinase -1.6, CHOP inhibitor 12.5, FXIIa inh 1536 13.7, Wee1 stabilizer -2.8, zVAD death inh -0.7 and EP2 antag 10.3.

A portion of the library; rates above refer to the full screens.
